GlmU inhibition – inhibition of mycobacterial GlmU enzyme – biochemical, glucosamine-1-phosphate acetyltransferase (AID 1376) | M. tuberculosis GlmU acetyltransferase enzyme assay; higher % means a stronger effect | inhibition, %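 (tested at 30 µM in the primary screen)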; hits with a dose series show IC50 in µM | 220,000 tested, 0.25% active; in the data active means inhibition above about 13%;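 further: 0% = complete reaction with vehicle and 100% = reaction without substrate; strong numbers were not always called active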
RmlCD inh 1536 – M. tuberculosis RmlC/RmlD inhibition | P9WH09+P9WH11 | RmlC+RmlD coupled enzyme assay, percent inhibition; primary screen in compound mixtures | 160,000 tested, 0.03% active | inhibition, % at 3.6 µM; in the data active means inhibition mostly above about 34%, no sharp cut-off; further: some results filed as inactive read as strong as hits
Target sequence (P9WH09 whole entry, looked up): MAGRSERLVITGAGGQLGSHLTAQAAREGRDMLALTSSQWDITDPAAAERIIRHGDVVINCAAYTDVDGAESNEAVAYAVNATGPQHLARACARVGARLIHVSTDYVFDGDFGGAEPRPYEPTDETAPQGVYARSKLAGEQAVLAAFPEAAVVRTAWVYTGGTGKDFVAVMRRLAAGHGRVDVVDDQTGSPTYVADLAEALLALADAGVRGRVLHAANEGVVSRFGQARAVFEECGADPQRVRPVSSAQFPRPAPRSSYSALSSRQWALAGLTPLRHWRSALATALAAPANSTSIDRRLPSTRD
Target sequence (P9WH11 whole entry, looked up): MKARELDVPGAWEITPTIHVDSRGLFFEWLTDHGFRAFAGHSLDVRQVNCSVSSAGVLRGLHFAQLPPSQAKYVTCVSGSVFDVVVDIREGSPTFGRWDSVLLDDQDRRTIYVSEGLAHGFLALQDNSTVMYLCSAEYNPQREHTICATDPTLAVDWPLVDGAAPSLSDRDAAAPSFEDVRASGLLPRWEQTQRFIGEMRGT
Active calls of the source: *; nt = not tested or not shown. An excerpt (hit frequency here may not be typical).

The first two records (preview)
Cc1nc2cc(C(=O)OCC(=O)N(CC(C)C)C3CCS(=O)(=O)C3)ccc2n1-c1ccccc1 (centres undefined)
  GlmU inhibition: -2.1% | RmlCD inh 1536: 8
O=C(NC12CC3CC(CC(C3)C1)C2)c1cccnc1
  GlmU inhibition: 2.7% | RmlCD inh 1536: nt

All compounds of this part (from the top)
Cc1nc2cc(C(=O)OCC(=O)N(CC(C)C)C3CCS(=O)(=O)C3)ccc2n1-c1ccccc1 (centres undefined)
  GlmU inhibition: -2.1% | RmlCD inh 1536: 8
O=C(NC12CC3CC(CC(C3)C1)C2)c1cccnc1
  GlmU inhibition: 2.7% | RmlCD inh 1536: nt
Cc1cccc(/C=N/NC(=O)CNc2cccc3ccccc23)n1
  GlmU inhibition: 0.9% | RmlCD inh 1536: nt
COCCCN1C(=O)C(=O)/C(=C(/O)c2ccc(OC(C)C)c(C)c2)C1c1ccncc1 (centres undefined)
  GlmU inhibition: 0.3% | RmlCD inh 1536: 2
O=C(NNC1=NS(=O)(=O)c2ccccc21)c1ccccc1Cl
  GlmU inhibition: 2.3% | RmlCD inh 1536: -6
COCCNC(=O)C1c2cc(OC)c(OC)cc2C(=O)N(C)C1c1cccnc1 (centres undefined)
  GlmU inhibition: -5.2% | RmlCD inh 1536: -3
O=C(NC1C2CC3CC(C2)CC1C3)c1ccc(N2CCNCC2)c([N+](=O)[O-])c1 (centres undefined)
  GlmU inhibition: -1.2% | RmlCD inh 1536: -18
Cc1ccc(C(=O)Nc2ccccc2C(=O)O)cc1S(=O)(=O)NCc1ccccc1
  GlmU inhibition: -2.2% | RmlCD inh 1536: -6
Cc1cc(N)n(-c2ccc(S(=O)(=O)c3ccc(C(C)C)cc3)cc2)n1
  GlmU inhibition: 1.6% | RmlCD inh 1536: 4
O=C1N=C(N2CCN(Cc3ccccc3)CC2)S/C1=C/c1cccs1
  GlmU inhibition: -4.0% | RmlCD inh 1536: nt
COc1ccc(/C(C)=N/OCC(=O)Nc2nc3ccccc3s2)cc1OC
  GlmU inhibition: -0.9% | RmlCD inh 1536: -11
CSc1nc2ccc(NC(=O)c3ccc(F)c(F)c3)cc2s1
  GlmU inhibition: -1.7% | RmlCD inh 1536: -4
Cc1ccc2nc(CCc3nc4ccc(C)cc4o3)oc2c1
  GlmU inhibition: -2.7% | RmlCD inh 1536: nt
CCN(CC)CC(=O)Nc1ccc(/C(C)=N/NC2=NCCN2)cc1
  GlmU inhibition: -4.4% | RmlCD inh 1536: 20
COc1ccc(-n2c(=O)cc(N3CCOCC3)[nH]c2=O)cc1
  GlmU inhibition: 0.6% | RmlCD inh 1536: 0
CC1=C(C(=O)OC2CCCCCCC2)C(c2cc3c(cc2Br)OCO3)CC(=O)N1 (centres undefined)
  GlmU inhibition: -7.0% | RmlCD inh 1536: nt
O=C(C(=O)N1CCc2ccccc2C1)c1cn(CC(=O)N2CCCCC2)c2ccccc12
  GlmU inhibition: 2.7% | RmlCD inh 1536: 0
CC(=O)N1CCN(S(=O)(=O)c2ccc(S(=O)(=O)NCC(C)C)cc2)CC1
  GlmU inhibition: 0.5% | RmlCD inh 1536: nt
Cc1nc(=O)c(-c2ccccc2)c(C)n1-c1cccc(C(=O)O)c1
  GlmU inhibition: 0.4% | RmlCD inh 1536: nt
CN1CCN(c2ccc(S(=O)(=O)Nc3ccccc3)cc2[N+](=O)[O-])CC1
  GlmU inhibition: -2.7% | RmlCD inh 1536: -5
C[N+]1(C)CC2=Cc3ccccc3CC2C1 (centres undefined)
  GlmU inhibition: 0.8% | RmlCD inh 1536: -10
CCC(CC)c1nnc(NC(=O)c2ccc3ccccc3n2)s1
  GlmU inhibition: -4.2% | RmlCD inh 1536: nt
COCCNC(=O)C1CC(c2cccc([N+](=O)[O-])c2)=NO1 (centres undefined)
  GlmU inhibition: -0.4% | RmlCD inh 1536: 4
O=C(c1ccc(S(=O)(=O)N2CCCC2)cc1)N1CCN(Cc2ccc3c(c2)OCO3)CC1
  GlmU inhibition: -0.8% | RmlCD inh 1536: 74
O=C(CCCn1c(=S)[nH]c2cc3c(cc2c1=O)OCO3)N1CCN(c2ccc(Cl)cc2)CC1
  GlmU inhibition: 3.9% | RmlCD inh 1536: 7

Reprinted at random: 2 records from the list.
COc1ccc(-n2c(=O)cc(N3CCOCC3)[nH]c2=O)cc1
  GlmU inhibition: 0.6% | RmlCD inh 1536: 0
COCCNC(=O)C1CC(c2cccc([N+](=O)[O-])c2)=NO1 (centres undefined)
  GlmU inhibition: -0.4% | RmlCD inh 1536: 4

More structures.
COCCNC(=O)CSCc1cc(C)cc(C)c1
  GlmU inhibition: -8.3% | RmlCD inh 1536: nt
COC(=O)c1cc(-c2ccccc2)sc1NC(=O)CN1C(=O)c2ccccc2C1=O
  GlmU inhibition: 4.5% | RmlCD inh 1536: nt
Cc1ccc(Oc2ncc(-c3ccc(Cl)cc3)cn2)cc1
  GlmU inhibition: -0.6% | RmlCD inh 1536: -6
Cn1cnc([N+](=O)[O-])c1Sc1nnc(-c2cccnc2)n1C
  GlmU inhibition: -0.1% | RmlCD inh 1536: nt
Cc1ccccc1-c1nnc2c3ccccc3c(C)nn12
  GlmU inhibition: 0.8% | RmlCD inh 1536: -6
O=C(Cc1ccccc1)Nc1ccc(N2CCOCC2)cc1N1CCOCC1
  GlmU inhibition: 3.1% | RmlCD inh 1536: 18
COc1ccc(/C=N/Nc2ncc(-c3ccccc3)cn2)c(OC)c1
  GlmU inhibition: 1.6% | RmlCD inh 1536: nt
C=CCNS(=O)(=O)c1nc(C)c(Cl)c(C)c1C#N
  GlmU inhibition: -0.3% | RmlCD inh 1536: -1
O=C(c1ccccc1)c1cc([N+](=O)[O-])ccc1N1CCOCC1
  GlmU inhibition: -2.8% | RmlCD inh 1536: 5
CC(=O)c1nn(-c2cccc(Br)c2)cc1C(=O)c1ccc2ccccc2c1
  GlmU inhibition: -3.1% | RmlCD inh 1536: 2
C=CCn1c(=O)c2ccccc2n2c(SCC(=O)Nc3cc(C)on3)nnc12
  GlmU inhibition: -0.2% | RmlCD inh 1536: -9
COc1cccc(-c2nc(-c3ccc(NC(=O)c4cccnc4)cc3)no2)c1
  GlmU inhibition: 1.0% | RmlCD inh 1536: 11
CSc1ccc(/C=N/Nc2nc(C)cc(C)n2)cc1
  GlmU inhibition: 3.5% | RmlCD inh 1536: 4
COc1cccc(-n2nnnc2SCC(=O)NCc2ccc3c(c2)OCO3)c1
  GlmU inhibition: nt | RmlCD inh 1536: 2
N#Cc1c(C(F)(F)F)cc(-c2ccccc2)[nH]c1=O
  GlmU inhibition: 2.2% | RmlCD inh 1536: nt
COc1ccc(OC)c(-n2c(SCC(C)=O)nnc2-c2cccc(S(=O)(=O)N(C)C)c2)c1
  GlmU inhibition: 0.9% | RmlCD inh 1536: 1
CCOC(=O)C(=N/O)/C(C)=N/NC(=O)C(=O)Nc1cc(Cl)ccc1Cl
  GlmU inhibition: 4.8% | RmlCD inh 1536: 2
Cc1ccc(Nc2nc(Oc3ccc(OCc4ccccc4)nn3)nc(N3CCOCC3)n2)cc1
  GlmU inhibition: -0.1% | RmlCD inh 1536: nt
Fc1cccc(CCNCc2ccccn2)c1
  GlmU inhibition: 3.4% | RmlCD inh 1536: nt
Cc1ccc(CC(=O)Nc2ccc(F)c([N+](=O)[O-])c2)cc1
  GlmU inhibition: 2.9% | RmlCD inh 1536: -12
CCOC(=O)CNC(=O)CSc1nnc(C)c(=O)[nH]1
  GlmU inhibition: 0.6% | RmlCD inh 1536: -9
O=C(COc1ccc(Br)cc1)Nc1nnc(-c2cccnc2)s1
  GlmU inhibition: -2.4% | RmlCD inh 1536: -12
NNC(=O)c1cc2cc(OC(F)(F)F)ccc2[nH]1
  GlmU inhibition: -2.5% | RmlCD inh 1536: 31
Cc1ccccc1NC(=O)NC1CCCCC1C (centres undefined)
  GlmU inhibition: -2.1% | RmlCD inh 1536: nt
Cc1cc(C)nc(NS(=O)(=O)c2ccc(NC(=S)NC(=O)C3CCCC3)cc2)n1
  GlmU inhibition: 5.4% | RmlCD inh 1536: -7

Cn1ccc2c([N+](=O)[O-])cccc2c1=O
  GlmU inhibition: 0.5% | RmlCD inh 1536: -13
Clc1ccc(CSc2nnc([C@@H]3CCCN3)o2)cc1Cl
  GlmU inhibition: -0.1% | RmlCD inh 1536: 12
COC(C[C@H]1O[C@@H]1[C@@H](O)COCc1ccccc1)OC
  GlmU inhibition: 7.2% | RmlCD inh 1536: nt
CCOC(=O)c1c(C)[nH]c(C(=O)COC(=O)COc2ccccc2C=O)c1C
  GlmU inhibition: 0.1% | RmlCD inh 1536: nt
CCn1c(CNc2ccc(Cl)cc2)nnc1SCc1ccc(Cl)cc1
  GlmU inhibition: 4.3% | RmlCD inh 1536: nt
S=c1[nH]c(-c2ccccc2)cn1/N=C/c1cccs1
  GlmU inhibition: 0.5% | RmlCD inh 1536: -6
CC1CCN(C(=S)NC2CCCCC2)CC1
  GlmU inhibition: 0.5% | RmlCD inh 1536: 6
c1ccc2cc(CNCc3cccc4ccccc34)ccc2c1
  GlmU inhibition: -2.0% | RmlCD inh 1536: 32
N#C/C(=C\c1cccnc1)C(=O)Nc1cccc(Cl)c1
  GlmU inhibition: 1.0% | RmlCD inh 1536: -15
COC(=O)c1ccccc1N(C)C(=O)C12CCC(C)(C(=O)O1)C2(C)C (centres undefined)
  GlmU inhibition: 6.0% | RmlCD inh 1536: -9
COC(=O)c1ccsc1NC(=O)CN1CCN(c2ccc(F)cc2)CC1
  GlmU inhibition: 0.5% | RmlCD inh 1536: nt
CC(C)NC(=O)c1ccc(-c2cc(C(F)(F)F)ccc2Cl)o1
  GlmU inhibition: -4.9% | RmlCD inh 1536: nt
COc1cccc(CC(NC(C)=O)C(=O)NC2CCN(c3nc(C)cc(C)c3C#N)CC2)c1 (centres undefined)
  GlmU inhibition: 4.9% | RmlCD inh 1536: nt
NC(=O)c1ccc(NC(=O)CN2CCN(c3ccc(Cl)cc3)CC2)cc1
  GlmU inhibition: 4.7% | RmlCD inh 1536: 6
CC(C)(C)c1ccc(C(=O)N2CCC(C(=O)NCc3ccco3)CC2)cc1
  GlmU inhibition: -1.9% | RmlCD inh 1536: nt
COC(=O)/C(=N/Nc1ccc(C)cc1)N1CCCc2ccccc21
  GlmU inhibition: -1.4% | RmlCD inh 1536: -9
O=C1N=C(N2CCOCC2)S/C1=C\c1ccc(OS(=O)(=O)c2ccccc2)cc1
  GlmU inhibition: 3.9% | RmlCD inh 1536: 6
Cc1nnc2n(c1=O)C(CS(=O)(=O)c1ccccc1)CS2 (centres undefined)
  GlmU inhibition: -4.1% | RmlCD inh 1536: nt
COC(=O)c1ccc(Oc2nc(Nc3ccccc3)nc(N(C)C)n2)cc1
  GlmU inhibition: 2.4% | RmlCD inh 1536: -8
O=C(/C=C/Nc1cccc(F)c1)c1ccco1
  GlmU inhibition: 3.5% | RmlCD inh 1536: nt
Cc1cc(-c2nnc3n2N=C(c2ccccc2)CS3)n[nH]1
  GlmU inhibition: 3.2% | RmlCD inh 1536: 5
CC(C)Sc1nc2ccccc2[nH]1
  GlmU inhibition: 0.6% | RmlCD inh 1536: 8
COC(=O)c1sccc1-n1cccc1C(=O)C(=O)N1CCCC1
  GlmU inhibition: 0.0% | RmlCD inh 1536: -4
O=C1NC2(CCCCC2)N(C(=O)c2ccccc2)C2=C1CCCC2
  GlmU inhibition: -0.9% | RmlCD inh 1536: -11
CCN(CC)C(=O)C(=O)c1cccn1-c1c(Cl)cccc1C#N
  GlmU inhibition: 1.9% | RmlCD inh 1536: -11

Cn1c(=O)c2c(nc(NCCCO)n2C/C=C/c2ccccc2)n(C)c1=O
  GlmU inhibition: -0.4% | RmlCD inh 1536: -2
Cc1cccc(NC(=O)c2cnc3n(c2=O)CCS3)c1
  GlmU inhibition: 1.1% | RmlCD inh 1536: 8
CCc1ccccc1NC(=O)c1cc(=O)c2ccccc2o1
  GlmU inhibition: -1.7% | RmlCD inh 1536: 8
COc1cc([N+](=O)[O-])ccc1N1C(=O)C2C3C=CC(C4CC34)C2C1=O (centres undefined)
  GlmU inhibition: 0.1% | RmlCD inh 1536: -11
O=C(NC1(C(F)(F)F)NC(=O)N(Cc2ccccc2)C1=O)c1cccnc1 (centres undefined)
  GlmU inhibition: 7.7% | RmlCD inh 1536: -4
C=C1CN(Cc2ccccc2)S(=O)(=O)c2ccccc21
  GlmU inhibition: 12% | RmlCD inh 1536: -2
O=Cc1c(F)cccc1N1CCCC1
  GlmU inhibition: -6.1% | RmlCD inh 1536: 13
CCOc1cc(/C=N/NC(=O)CN2CCOCC2)ccc1OCc1ccc(Cl)cc1
  GlmU inhibition: -0.9% | RmlCD inh 1536: -1
CCOC(=O)N1CCN(S(=O)(=O)Cc2ccccc2)CC1
  GlmU inhibition: 3.0% | RmlCD inh 1536: -4
CCCS(=O)(=O)N1CCN(Cc2ccccc2C(F)(F)F)CC1
  GlmU inhibition: 3.6% | RmlCD inh 1536: 8
CCS(=O)(=O)Nc1ccc2[nH]c(=O)[nH]c2c1
  GlmU inhibition: 1.2% | RmlCD inh 1536: -6
Clc1ccc(SCNc2ccccc2Cl)cc1
  GlmU inhibition: -4.3% | RmlCD inh 1536: nt
O=C(Nc1ccc2oc(-c3ccccc3)nc2c1)c1cccs1
  GlmU inhibition: -2.4% | RmlCD inh 1536: 3
NC(=O)N/N=C/c1cn(-c2ccccc2)nc1-c1cccs1
  GlmU inhibition: 2.7% | RmlCD inh 1536: 2
O=C(c1ccccc1)c1coc2ccc(O)c(CN3CCOCC3)c12
  GlmU inhibition: 4.2% | RmlCD inh 1536: 41
O=[N+]([O-])c1ccc(CSc2nnc(Cc3ccccc3)o2)cc1
  GlmU inhibition: -4.4% | RmlCD inh 1536: nt
Cc1ccc(C2CC(c3ccccc3)=NN2c2ccccc2)o1 (centres undefined)
  GlmU inhibition: 1.5% | RmlCD inh 1536: nt

One compound at a time (already shown):
Listed for O=C1NC2(CCCCC2)N(C(=O)c2ccccc2)C2=C1CCCC2 : GlmU inhibition = -0.9%; RmlCD inh 1536 = -11
Listed for Fc1cccc(CCNCc2ccccn2)c1 : GlmU inhibition = 3.4%; RmlCD inh 1536 = nt
Listed for CCCS(=O)(=O)N1CCN(Cc2ccccc2C(F)(F)F)CC1 : GlmU inhibition = 3.6%; RmlCD inh 1536 = 8
